# PERK inhibitor – inhibitors of human PERK kinase | CHO PERK-DD fusion, SEAP luminescence translation reporter | inhibition, % at 5.6 µM | actives 0.17% (n = 220,000);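 active = inhibition above the mean inhibition of all tested compounds plus 3 SD, set separately per screening campaign, cut at about 2.9% in these data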;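 also: PERK kinase domain activated by AP20187 dimerizer at 100 nM; 0% = DMSO with dimerizer and 100% = rapamycin at 8.4 µM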
# FXIIa inh – blocks human coagulation factor XIIa protease activity; purified FXIIa, Boc-QGR-AMC fluorogenic substrate, 2 h; inhibition, % at 5 µM; actives 0.3% (n = 220,000); AID 800; in the data active = inhibition above about 40%;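 also: 0% = enzyme with no compound and 100% = blank without enzyme; many of its hits are not listed in these tables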
# Target sequence (P00748 20-372 limits assumed): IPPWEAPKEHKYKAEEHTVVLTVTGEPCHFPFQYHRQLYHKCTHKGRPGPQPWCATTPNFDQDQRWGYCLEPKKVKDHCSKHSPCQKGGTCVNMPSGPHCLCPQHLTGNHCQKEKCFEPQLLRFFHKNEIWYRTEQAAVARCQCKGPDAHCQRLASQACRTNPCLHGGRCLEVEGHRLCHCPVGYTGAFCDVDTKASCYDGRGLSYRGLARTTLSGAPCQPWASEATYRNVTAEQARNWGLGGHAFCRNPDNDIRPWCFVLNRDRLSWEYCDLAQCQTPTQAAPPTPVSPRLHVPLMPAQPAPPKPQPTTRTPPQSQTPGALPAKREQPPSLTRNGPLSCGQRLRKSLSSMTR
# Target sequence (P00748 373-615 limits assumed): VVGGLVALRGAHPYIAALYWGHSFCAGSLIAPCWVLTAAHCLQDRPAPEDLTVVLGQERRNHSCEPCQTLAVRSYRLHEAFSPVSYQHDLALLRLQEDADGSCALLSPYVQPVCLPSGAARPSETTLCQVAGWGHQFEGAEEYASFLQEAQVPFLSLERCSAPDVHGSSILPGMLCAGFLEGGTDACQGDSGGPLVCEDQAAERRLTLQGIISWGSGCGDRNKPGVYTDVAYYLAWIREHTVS
# Cl transport mod – KCC2 (human) Cl- transport modulation. Q9H2X9. KCC2 cells, thallium flux FluoZin-2 fluorescence. B-score of Tl+ flux slope (higher = more flux/activation; lower = inhibition) at 10 µM. actives 2.2% (n = 190,000);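 active = thallium flux slope and its plate-corrected score both differing from the plate sample mean at a set confidence after two filtering rounds, in either direction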;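 also: slope of fluorescence scaled to starting intensity during 10 to 20 s after thallium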
# FXIa inh 1536 – inhibitors of human coagulation factor XIa | purified FXIa, Boc-Glu-Ala-Arg-AMC fluorogenic substrate | inhibition, % at 5 µM | actives 0.14% (n = 220,000) | AID 798;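 active = inhibition of at least 40%; inactive = inhibition below 40%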;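 also: fluorescence of freed AMC excited at 355 nm; 0% = enzyme without compound and 100% = no enzyme blank; many of its hits are not listed in these tables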
# Wee1 degr inh – blocks degradation of human Wee1 kinase; HeLa Luc-Wee1K328M stability, luciferase luminescence; 100% = proteasome inhibitor MG132 effect; actives 1.2% (n = 220,000); reporter increase, % at 5 µM; P30291;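 active = activation above the mean of all tested compounds plus 3 SD, set per screening run, cut at about 8.8% in these data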;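 also: cells exposed to compound for 20 h before luminescence read; 0% = DMSO alone and 100% = MG132 at 30 µM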
# Furin inhibitor – inhibitors of human furin; inhibition, % at 30 µM; purified furin, fluorogenic substrate cleavage; actives 0.061% (n = 220,000); P09958; in the data active = inhibition above about 25%; also: inactives centre near -15
# p97 inhibitor – inhibitors of human p97 ATPase. inhibition, % at 8 µM. actives 0.42% (n = 220,000). recombinant p97 ATPase, Kinase-Glo ATP luminescence, 3 h; in the data active = inhibition above about 15%;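 also: 0% = DMSO vehicle and 100% = wells lacking enzyme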
# hK5 inh – inhibitors of human kallikrein 5 | Q9Y337 | inhibition, % at 5 µM | recombinant hK5, fluorogenic AMC substrate cleavage | actives 0.59% (n = 210,000) | AID 873;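 active = inhibition of 40% or more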;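 also: 0% = enzyme controls without compound and 100% = no-enzyme blanks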
# Target sequence (Q9Y337 67-293 limits assumed): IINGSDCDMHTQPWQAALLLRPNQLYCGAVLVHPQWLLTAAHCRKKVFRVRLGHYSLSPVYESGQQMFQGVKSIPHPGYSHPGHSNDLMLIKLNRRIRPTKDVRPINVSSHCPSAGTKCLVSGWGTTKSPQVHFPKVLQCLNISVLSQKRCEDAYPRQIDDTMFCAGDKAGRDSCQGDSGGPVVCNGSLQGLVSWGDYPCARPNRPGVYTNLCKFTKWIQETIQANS
# Thrombin inh – inhibitors of human thrombin | P00734 | alpha-thrombin, Boc-VPR-AMC fluorogenic substrate cleavage | inhibition, % at 5 µM | actives 0.26% (n = 220,000);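 active = inhibition at or above 40%; inactive = inhibition below 40%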;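 also: 0% = enzyme with no compound and 100% = wells without enzyme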
#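 Test system: human alpha-thrombin; medium: pH 7.5 Tris-saline with Tween 20; times: reaction at room temperature; signal: AMC fluorescence at 355 nm excitation and 460 nm emission; also added: Boc-VPR-AMC substrate, 15 µM final; dosing: one concentration per compound, 5 µM, with 0.2% DMSO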
# An asterisk follows results filed as active; / = not tested or not shown; [ ] = remark or other dose.
1. Cc1ccc(S(=O)(=O)Oc2ccccc2/C=N/O)cc1
2. CCCn1c(=N)n(CC(=O)OCC)c2ccccc21
3. COc1ccc(C(=O)NC(NC(=O)c2ccc(OC)cc2)c2ccccc2F)cc1
4. Cc1ccnc(SCCn2c(N(C)Cc3ccccc3)nc3c2c(=O)n(C)c(=O)n3C)n1
5. CC(C)[C@H](NS(=O)(=O)c1ccccc1)C(=O)OCC(=O)Nc1ccccc1Sc1ccccc1
6. CCn1c2ccccc2c2cc(NC(=O)COC(=O)Cc3cn4ccsc4n3)ccc21
7. COc1ccc(C2Nc3ccccc3C(=O)N2c2ccc(C)cc2)cc1COc1ccccn1 (stereo not drawn)
8. COc1cc(C(=O)O)ccc1OC(C)=O
9. CC(C)NCC(O)c1ccc(NS(C)(=O)=O)cc1 (stereo not drawn)
10. COc1cc(C=O)ccc1OCCOCCOc1cc(C)ccc1Cl

screen / no.	1	2	3	4	5	6	7	8	9	10
PERK inhibitor	1.5	1.1	-0.5	-0.5	-0.1	-1.4	-1.2	0.8	0.7	1.5
FXIIa inh	6	7	5	/	7	6	1	7	/	15
Cl transport mod	-0.24	-0.0069	-0.34	-1.1	-0.53	/	-0.88	0.87	0.57	/
FXIa inh 1536	-2	0	2	/	4	4	-1	0	/	3
Wee1 degr inh	1	4	-1	2	-2	-3	2	-2	-3	0
Furin inhibitor	-14	-23	-27	-8	-8	2	-6	-22	/	-11[20 µM]
p97 inhibitor	0	4	4	-1	-1	-3	5	1	2	-1
hK5 inh	-2	7	-6	/	-17	-4	-10	0	/	1
Thrombin inh	-4	5	2	/	-8	4	-4	-5	/	-2

11. CCC(=O)N1CCc2cc(S(=O)(=O)NC(C(=O)NC3CCCc4ccccc43)C(C)C)ccc21 (stereo not drawn)
12. Cc1cccc(NC(=O)CC2S/C(=N/c3nccs3)N(C)C2=O)c1 (stereo not drawn)
13. CC(=O)NC(=S)Nc1cc(C(F)(F)F)ccc1N1CCOCC1
14. Cc1c(/C=N\NC(=O)c2cccc(F)c2)cnn1C
15. Clc1nc(-c2ccccc2)cc(-c2ccccc2)n1
16. COc1ccc(/C=N/NC(=O)c2ccncc2)cc1CSc1nc2ccccc2s1
17. CCN(CC)S(=O)(=O)c1cccc(C(=O)N[C@H](C(=O)NCc2ccccc2F)C(C)C)c1
18. Cc1cc2cc(CCNS(C)(=O)=O)c(=O)[nH]c2cc1C
19. COc1ccccc1NC(=O)c1ccc(NC(=O)CN2CCN(C(=O)c3ccco3)CC2)cc1
20. COc1cc(/C=N/NC(=O)c2ccccc2Cl)ccc1Oc1ccc([N+](=O)[O-])cn1

screen / no.	11	12	13	14	15	16	17	18	19	20
PERK inhibitor	-0.2	-1.6	0.6	-0.7	0.3	-0.3	-0.2	-0.9	-0.2	0.0
FXIIa inh	-4	-4	7	18	21	11	-3	-4	0	1
Cl transport mod	-0.0011	/	0.28	0.28	-0.23	-0.94	-0.47	0.82	0.36	-1.1
FXIa inh 1536	-7	21	6	2	18	-4	-20	-5	-3	-4
Wee1 degr inh	3	1	2	-3	-3	0	0	6	-3	-1
Furin inhibitor	-11	-15[20 µM]	-10	3	-12	-9	16[20 µM]	-16	-18	-4
p97 inhibitor	-1	-9	1	-6	-2	-3	-1	6	2	6
hK5 inh	-4	-1	-8	37	14	-8	-2	-4	-17	-11
Thrombin inh	-4	-5	-1	8	1	-12	-5	-1	2	-1

21. CCN(CC)CCOC(=O)c1ccc(NC(=O)CNC(=O)C2CCCCC2)cc1
22. COc1ccc(NC(=O)c2ccco2)cc1NC(=O)c1cccs1
23. Cc1cc(C)c(S(=O)(=O)C(C)C)c(=O)[nH]1
24. CCO/N=C(/C)c1c(O)c(C)c(-c2ccccc2)n(-c2ccccc2)c1=O
25. CCN(CC)c1ccc(/C=N/Nc2nc3ccccc3[nH]2)c(O)c1
26. COC(=O)c1sccc1S(=O)(=O)Nc1ccc(Cl)cc1
27. CCN(CC)CCCNc1nc(CN2CCOCC2)nc2sc3c(c12)CCC3
28. O=C(Nc1ccc([N+](=O)[O-])cn1)C1CC2CCC1C2 (stereo not drawn)
29. O=C(CCC(=O)N(c1ccc(F)cc1)C(C(=O)NC1CCCC1)c1ccncc1)Nc1cccnc1 (stereo not drawn)
30. O=C(c1ccco1)N1CCN(C2=NS(=O)(=O)c3ccccc32)CC1

screen / no.	21	22	23	24	25	26	27	28	29	30
PERK inhibitor	0.5	-0.7	-0.3	0.9	-0.3	2.3	0.2	0.6	1.5	0.3
FXIIa inh	2	11	8	16	4	8	6	24	6	-1
Cl transport mod	-0.065	/	0.72	0.37	-0.00048	-0.098	-0.088	/	0.15	0.26
FXIa inh 1536	1	-1	-2	7	-3	13	-3	10	3	6
Wee1 degr inh	2	4	0	0	0	0	-3	2	1	-3
Furin inhibitor	-19	-27[20 µM]	-16	-7[20 µM]	-12[20 µM]	-36	-17	-17	-17[20 µM]	-29[20 µM]
p97 inhibitor	-2	3	-2	2	-2	5	2	5	5	2
hK5 inh	-8	0	-1	0	-254	7	-6	-11	0	-8
Thrombin inh	-8	-2	6	1	-5	2	-6	-1	1	-2

# Gathered by group: those above containing a furan ring, fused or not.
19. COc1ccccc1NC(=O)c1ccc(NC(=O)CN2CCN(C(=O)c3ccco3)CC2)cc1
22. COc1ccc(NC(=O)c2ccco2)cc1NC(=O)c1cccs1
30. O=C(c1ccco1)N1CCN(C2=NS(=O)(=O)c3ccccc32)CC1

screen / no.	19	22	30
PERK inhibitor	-0.2	-0.7	0.3
FXIIa inh	0	11	-1
Cl transport mod	0.36	/	0.26
FXIa inh 1536	-3	-1	6
Wee1 degr inh	-3	4	-3
Furin inhibitor	-18	-27[20 µM]	-29[20 µM]
p97 inhibitor	2	3	2
hK5 inh	-17	0	-8
Thrombin inh	2	-2	-2

# The listing continues.
31. O=C(c1cc(S(=O)(=O)Nc2ccccc2F)c(Cl)cc1Cl)N1CCN(CCO)CC1
32. Cn1nc(-c2ccc(Cl)cc2)c2cc(C(=O)N3CCN(C(=O)c4ccco4)CC3)sc21
33. Cc1nn2c(COc3ccc(NC(=O)c4ccccc4)cc3)nnc2c2ccccc12
34. CCCOc1ccc(N2C(=O)CC(NCCNc3ccc([N+](=O)[O-])cn3)C2=O)cc1 (stereo not drawn)
35. C#CCSc1nc(-c2cccs2)ccc1C#N
36. COc1ccccc1C1CC(c2ccco2)=NN1c1ccccc1 (stereo not drawn)
37. Cc1cc(C(C)(C)C)oc1C(=O)NCCCNC(=O)c1oc(C(C)(C)C)cc1C
38. O=C(O)/C=C\c1cn(-c2ccccc2)nc1-c1cc2ccccc2o1
39. Cc1cc(C)cc(N(C(=O)Cn2nnc(-c3ccccc3)n2)C(C(=O)NC2CCCCC2)c2ccccn2)c1 (stereo not drawn)
40. c1cc2c(cnc3cscc32)s1

screen / no.	31	32	33	34	35	36	37	38	39	40
PERK inhibitor	1.1	-0.5	0.3	0.8	1.1	0.9	0.3	-0.2	0.6	0.2
FXIIa inh	3	12	-1	14	5	-9	8	5	2	6
Cl transport mod	-0.071	-1.5	1.7	-0.58	-0.25	0.45	-0.21	-1.7	0.024	-0.55
FXIa inh 1536	-3	5	4	4	-8	2	-1	-3	1	-1
Wee1 degr inh	7	-2	0	-2	2	0	3	-1	5	-1
Furin inhibitor	-21	-10	-29	-10	7[20 µM]	-61	-8[20 µM]	-29	-8	0
p97 inhibitor	6	0	4	-2	8	6	-6	6	8	0
hK5 inh	0	-7	-4	4	-30	-19	-18	0	3	-12
Thrombin inh	-12	0	-2	-3	-6	-17	-3	-4	-10	-11

# Some values from above.
# no. 36 – PERK inhibitor = 0.9
# no. 38 – FXIa inh 1536 = -3
# no. 32 – p97 inhibitor = 0
# no. 40 – Cl transport mod = -0.55
# no. 35 – p97 inhibitor = 8
# no. 34 – Cl transport mod = -0.58

# Next section.
41. CCOc1cc(C=O)cc(Cl)c1OCC(N)=O
42. CC1CCN(CCC(=O)Nc2ccc3c(c2)CCC3)CC1
43. COc1ccc(C(=O)N(C)C2CCN(C)CC2)cc1S(=O)(=O)Nc1cc(Cl)ccc1Cl
44. O=C(O)CCC(=O)Nc1nc2nccc(-c3ccccc3)n2n1
45. CC[n+]1c(C)sc2c3ccsc3ccc21
46. CCC1CCCCN1CCCNC(=O)CC1Oc2ccc(C)cc2NC1=O (stereo not drawn)
47. CC(C)c1ccc(/C=C/C(=O)Nc2nn[nH]n2)cc1
48. Cc1cccc(NC2SC(=O)N(c3ccccc3)C2=O)c1 (stereo not drawn)
49. COc1ccc(NC2CC(=O)N(c3ccccc3)C2=O)cc1 (stereo not drawn)
50. O=C(CNC(=O)c1ccccc1)N/N=C/c1cccs1
51. CCN(CCn1cccn1)Cc1nc(-c2ccc(C(=O)OC)cc2)no1
52. Cc1ccnc(NC(=O)C2COc3ccccc3O2)c1 (stereo not drawn)
53. O=C(C1CC(c2cccc(Br)c2)=NO1)N1CCc2ccccc2C1 (stereo not drawn)

screen / no.	41	42	43	44	45	46	47	48	49	50	51	52	53
PERK inhibitor	-0.4	-0.7	0.7	0.8	1.7	0.4	0.5	0.2	0.7	-0.5	0.0	0.4	-0.3
FXIIa inh	7	19	8	5	4	7	1	18	6	9	0	6	17
Cl transport mod	-0.29	-0.54	0.18	-0.25	0.47	0.052	-1.4	0.79	0.69	-0.047	0.72	0.029	-2.5
FXIa inh 1536	-1	14	0	-4	-6	-2	-9	9	3	-3	-5	7	-1
Wee1 degr inh	6	6	-1	0	-5	0	-2	1	3	-1	1	0	1
Furin inhibitor	-27	-3[20 µM]	-13	-28	-22	-28	-13	-23[20 µM]	-22[20 µM]	-14	-15	-3	-11[20 µM]
p97 inhibitor	-2	-7	-2	4	6	4	0	-4	4	3	-1	-9	-8
hK5 inh	-5	25	-5	-6	-4	-12	-41	80*	5	11	/	-7	3
Thrombin inh	2	27	2	1	-22	-5	-3	29	1	-1	-7	-2	-3

# Limited to Furin inhibitor, Wee1 degr inh and PERK inhibitor (4 entries from above):
nr | Structure | Furin inhibitor | Wee1 degr inh | PERK inhibitor
45 | CC[n+]1c(C)sc2c3ccsc3ccc21 | -22 | -5 | 1.7
46 | CCC1CCCCN1CCCNC(=O)CC1Oc2ccc(C)cc2NC1=O (stereo not drawn) | -28 | 0 | 0.4
47 | CC(C)c1ccc(/C=C/C(=O)Nc2nn[nH]n2)cc1 | -13 | -2 | 0.5
48 | Cc1cccc(NC2SC(=O)N(c3ccccc3)C2=O)c1 (stereo not drawn) | -23[20 µM] | 1 | 0.2

# Printed as active in hK5 inh (from the list above):
48. Cc1cccc(NC2SC(=O)N(c3ccccc3)C2=O)c1 (stereo not drawn)

screen / no.	48
PERK inhibitor	0.2
FXIIa inh	18
Cl transport mod	0.79
FXIa inh 1536	9
Wee1 degr inh	1
Furin inhibitor	-23[20 µM]
p97 inhibitor	-4
hK5 inh	80*
Thrombin inh	29
